TcdB inh – TcdB glycohydrolase inhibition | P18177 | TcdB glycohydrolase enzymatic assay, plate reader | inhibition, % at 9.99 µM | 0.24% of 350,000 active; in the data active = inhibition above about 10%
PrPC TRFRET – reduces human prion protein on the cell surface; P04156; cell surface PrPC, TR-FRET read-out; inhibition, % at 13.8 µM; 0.43% of 370,000 active; in the data active = inhibition above about 24%; also: 0% = median of the test wells and 100% = reference compound wells
* hit, by the source's call; & = joins results of further samples.

SMILES	TcdB inh	PrPC TRFRET
Cc1ccccc1CN1CCN(C(=O)[C@H]2O[C@@H](n3cnc(C(N)=O)n3)[C@H](O)[C@@H]2O)CC1	1.7	5.2
O=Nc1ccc(Cl)cn1	0.3	-2.2
N#Cc1ccc(C(C(=O)NC2CCCCC2)n2c(=O)c(-c3ccco3)nc3ccccc32)cc1 (configuration not stated)	1.7	-7.0
CSCCC(C(=O)NCc1ccccc1)n1c(Cc2cc(F)cc(F)c2)nc2ccccc21 (configuration not stated)	0.2	6.1
Cc1ccccc1S(=O)(=O)N1CCCc2nc(-c3ccccc3)ccc21	-0.3	-1.9
O=C(NS(=O)(=O)c1cccc(F)c1)[C@H]1O[C@@H](n2ccc(=O)[nH]c2=O)[C@H](O)[C@@H]1O	1.7	5.0
CCCCNC(=O)C[C@@H]1C[C@@]2(C(=O)OC)CC(C)(C)CC=C2N(Cc2cccc3ccccc23)C1=O	1.7	5.2
Cc1csc(-c2nc3ccccc3n2C(C(=O)NC(C)(C)C)c2ccccc2)c1 (configuration not stated)	1.6	-1.2
O=C(N[C@H]1C[C@@H]2O[C@@H](CO)CC[C@@H]2O[C@@H]1CCc1ccc(-c2cccnc2)cc1)c1cccc(F)c1	-0.6	4.3
C#CCN1CC(COCCCC)Oc2cccc(Oc3ccc(C(C)(C)C)c(C)c3)c2S1(=O)=O (configuration not stated)	0.9	10.3
COC(=O)C1=C(C)N(C)C(=NCC2CC2)NC1c1ccc(F)cc1 (configuration not stated)	0.3	-6.4
C[C@H](CO)N1C[C@H](C)[C@@H](CN(C)C(=O)Nc2ccc(C(F)(F)F)cc2)OCc2cn(nn2)CCCC1=O	-0.7&2.4	-6.7
O=C(NCCOc1ccccc1)C1C(=O)Nc2ccccc2C(=O)N1C1CCCCC1 (configuration not stated)	-0.6	4.2
COc1ccc(NC(=O)C(c2ccccc2F)n2c(=O)c(-c3ccco3)nc3ccccc32)cc1 (configuration not stated)	-1.8	0.5
CC(=O)Nc1ccc(C(=O)N2c3ccccc3N=C(c3ccc4c(c3)OCO4)C2C(=O)NCc2ccccc2)cc1 (configuration not stated)	0.3	-0.9
O=S(=O)(N1CCCCC1)n1nnc2cc3ccccc3cc21	0.8	-3.8
C[C@@H]1ON(C)[C@H]2C[C@H]3c4cc(Br)ccc4CCN3C[C@@H]12	1.4	-3.8
Cc1onc(-c2ccccc2)c1C(=O)NCC1CCN(C(=O)C(=O)c2cccs2)CC1	1.5	-0.1
COC(=O)[C@]12C[C@H](CC(=O)NCCCN3CCCC3=O)C(=O)N(CCC3=CCCCC3)C1=C[C@H](C(C)(C)C)O[C@@H]2C	1.1	-8.1
C[C@@H]1CN([C@@H](C)CO)C(=O)CCCn2nncc2CO[C@H]1CN(C)CC1CC1	1.8&0.6	0.8
Cc1cc(N2CCN(C(=O)OC(C)(C)C)C[C@H]2C)ccc1N1CC[C@@H](O)C1	-44.5	-2.6
CN1C(=O)[C@@](O)(CC(=O)c2ccccc2)c2cc(Br)ccc21	-0.2	-16.7
Nc1c(-c2ccc(F)cc2)nc2ncccn12	1.9	-12.5
CCc1cc2c(nc1CC)CCCN2S(=O)(=O)c1c(C)noc1C	-1.1	-5.7
Nc1ccn([C@@H]2O[C@H](C(=O)N[C@H](Cc3ccccc3)C(=O)NCC(=O)N3CCOCC3)[C@@H](O)[C@H]2O)c(=O)n1	-0.5	0.0
CCCCCCCCN1C(=O)[C@@H](CC(=O)NCc2cccc3ccccc23)C[C@@]2(C(=O)OC)C1=C[C@H](C(C)(C)C)O[C@@H]2C	0.8	-1.5
COC(=O)[C@]12CCCCC=C1N(Cc1ccc3c(c1)OCO3)C(=O)[C@H](CC(=O)NCC1CCCCC1)C2	0.4	3.9
O=C(C(=O)N1CCN(c2ccccc2)CC1)c1cccc(Br)c1	1.2	3.6
COCCNC(=O)C1C(=O)Nc2ccccc2C(=O)N1c1ccc2c(c1)OCCO2 (configuration not stated)	-0.3	-4.2
COC(=O)[C@@]12C[C@@H](CC(=O)NCc3ccc(C)o3)C(=O)N(Cc3cccc4ccccc34)C1=CCC(C)(C)C2	-0.7	8.7
Cc1cc2c(c(=O)o1)[C@@]1(C(=O)N(C)c3c(Br)cccc31)C1=C(CCCC1=O)O2	0.2	12.0
COc1ccc(NC(=O)C(c2ccccc2F)n2c(=O)c(-c3cc4ccccc4[nH]3)nc3ccccc32)cc1 (configuration not stated)	0.3	10.5
CO[C@@H]1CN(C)C(=O)c2cc(NC(=O)NC3CCCCC3)ccc2OC[C@@H](C)N(CCc2ccccc2)C[C@H]1C	0.6&-7.6	6.9
S=C1NCN(CC2CC2)CN1	0.8	-1.9
CCOC(=O)C1=CCC(c2ccc(N(CC)CC)cc2)N(S(=O)(=O)c2ccc(C)cc2)C1c1ccc([N+](=O)[O-])cc1 (configuration not stated)	0.5	4.3
CCCN1CCCCC(NC(=O)c2ccc(C)cc2C)C1=O (configuration not stated)	-0.4	-7.5
Cc1ccc(S(=O)(=O)Nc2ccccc2C(C(=O)OC(C)(C)C)C(=O)OC(C)(C)C)cc1	0.8	-3.5
O=C(C(=O)N1CCC(CNS(=O)(=O)c2ccc(C(F)(F)F)cc2)CC1)c1cccs1	-1.0	13.3
OCC[C@@H]1C[C@H](O)[C@@H](O)[C@@]2(OCCc3cc(C(F)(F)F)ccc32)O1	1.4	-4.1
CCCN(C(=O)CCc1cn(CCC)c2ccccc12)c1ccc(Oc2cccnc2)cc1	-1.1	12.1
CCCCNC(=O)C[C@H]1C[C@@]2(C(=O)OC)C(=C[C@H](C(C)(C)C)O[C@@H]2C)N(Cc2ccccc2)C1=O	2.4	-3.9
O=C(C[C@H]1CC[C@@H](NS(=O)(=O)c2ccccc2)[C@@H](CO)O1)NCc1ccc(Cl)c(Cl)c1	0.2	1.0
CCCCNC(=O)C1C(c2ccccc2)=Nc2ccccc2N1C(=O)c1ccc(C(F)(F)F)cc1 (configuration not stated)	-0.7	-3.8
Cn1cc(CCOCc2ccccc2)c2ccccc21	1.3	5.0
O=C(C[C@H]1CC[C@@H]2[C@H](COC[C@H](O)CN2Cc2nccs2)O1)NCc1ccccc1Cl	0.3	-5.3
O=C1CC2c3cc(-c4cc5ccccc5o4)ccc3CCN2C(=O)CN1Cc1ccccc1 (configuration not stated)	1.2	-9.3
O=C(C[C@H]1CC[C@@H]2[C@H](COC[C@@H](O)CN2C(=O)C2CC2)O1)NCc1ccccc1Cl	1.1&-1.1	-1.4
CCOC(=O)[C@]12CCCC=C1N(CCC1=CCCCC1)C(=O)[C@H](CC(=O)NCC1CCCCC1)C2	1.3	-1.4
O=C(Cc1ccc(NC(=O)C2CCN(C(=O)C3CCCC3)CC2)cc1)Nc1cccc(C(=O)N2CCCC2)c1	1.9	-3.4
O=C(NC(CC1=CCCCC1)c1ccc2ccccc2c1)C(F)(F)F (configuration not stated)	0.8	1.3
(listing goes on)
SMILES	TcdB inh	PrPC TRFRET
COC(=O)[C@]12CCCCC=C1N(Cc1ccc3c(c1)OCO3)C(=O)[C@H](CC(=O)NCc1ccc(OC)c(OC)c1)C2	0.7	4.7
Cc1ccc(OCc2nc3ccccc3n2C(C(=O)NC(C)(C)C)c2ccncc2)cc1 (configuration not stated)	2.8	-3.0
COC(=O)[C@@]12C[C@@H](CC(=O)NCc3cccc(C(F)(F)F)c3)C(=O)N(Cc3cccc4ccccc34)C1=CCC(C)(C)C2	1.5	-1.3
Cc1cc(Br)c2nc(-c3cccc(Br)c3)c(Cc3cccc(Cl)c3)n2c1	2.3	8.3
CN1CCCCC(NC(=O)c2ccc(C#N)cc2)C1=O (configuration not stated)	-0.1	-2.5
COC(=O)C1=CN(c2ccc(OC)cc2)C(N)=C(C#N)C1c1ccccc1F (configuration not stated)	-1.0	6.7
COc1ccc(N/C(=C\C(=O)c2ccccc2)c2ccccc2)cc1OC	1.1	-6.9
CCC(c1nc2ccccc2[nH]1)n1c(=O)c(-c2ccco2)nc2ccccc21 (configuration not stated)	-0.2	-0.5
C=CCNC(=O)c1cc(-c2ccccc2)sc1N	3.0	-3.8
CCOC(=O)C1=CCN(S(=O)(=O)c2ccccc2Cl)C1c1ccc(Cl)cc1 (configuration not stated)	0.2	-2.8
Cc1ccc2ccc(C(Nc3ccccc3)c3ccc(Cl)cc3)c(O)c2n1 (configuration not stated)	0.1	5.8
Cn1cc(CC(=O)Nc2ccc(Nc3cccnc3)c(Br)c2)c2ccccc21	-2.1	-3.6
CC(C)(C)C(c1nc2ccccc2[nH]1)n1c(-c2cc(Cl)cc(Cl)c2)nc2ccccc21 (configuration not stated)	0.7	13.7
C#CCN1CCc2onc(-c3ccc(Br)cc3)c2C1=O	-1.0	15.2
CC(C)C[C@H]1COc2cc(NCCCN3CCOCC3)ccc2S(=O)(=O)N1	0.8	2.0
Cc1ccccc1CN1[C@@H](C)[C@H](c2ccccc2)Oc2cccc(NCCc3ccccc3)c2S1(=O)=O	-1.3	6.5
COc1cccc(C(=O)N[C@@H](Cc2cccnc2)C(=O)N2CCC[C@H]2C(=O)NCCc2ccccc2Cl)c1	0.6	0.2
COc1ccccc1C(=O)N1CCC2CCN(C(=O)c3ccccc3)C2C1 (configuration not stated)	-0.2	-12.8
CN1OC[C@@H]2CN(C(=O)C3CCCCC3)[C@H](c3ccc(N4CCCCC4)cc3)C[C@@H]21	2.2	-0.1
CCN(CC)C(=O)c1ncn2c1C(=O)NC[C@@H]2C	0.7	-7.0
Cc1cc2c(c(=O)o1)[C@@]1(C(=O)N(C)c3ccccc31)C1=C(CCC1=O)O2	2.6	0.3
CC(C)(C)C(C(=O)NC1CCCC1)N1CCN(c2ncccc2C#N)CC1 (configuration not stated)	1.0	0.4
COc1cccc(C2NC(=S)NC(C)=C2C(C)=O)c1 (configuration not stated)	1.3	2.0
C[C@@H]1Cn2cnc(C(=O)N3CCN(C(=O)OC(C)(C)C)CC3)c2C(=O)N1	1.1	-2.1
COC(=O)C1=C(C)N(C)C(=NCc2ccc3c(c2)OCO3)NC1c1ccc(F)cc1 (configuration not stated)	1.8	-1.1
COC(=O)C1=C(C)N(C)C(=NCc2cccc(C(F)(F)F)c2)NC1c1ccc(Cl)cc1 (configuration not stated)	0.0	-14.7
C#CCN1C[C@@]2(O)CC[C@@H](O)[C@@H](OC)[C@@H]2[C@@]1(C)[C@H](O)CC=C(C)C	0.3	-6.0
COc1ccc(CN2C(=O)CSCC2(C)C(=O)Nc2c(C)cccc2C)cc1OC (configuration not stated)	-0.2	5.2
CCOc1cccc(C=NNc2nc(=O)cc(C(=O)OC)s2)c1O	0.4	2.5
O=C(NCc1ccccc1)[C@@H]1CCCN1C(=O)[C@H]1CCCN1C(=O)c1cccc(F)c1	0.9	0.4
Cc1ccc(C2NC(=O)c3n[nH]c(C)c32)cc1 (configuration not stated)	-8.3	-8.0
CS(=O)(=O)N[C@@H]1C[C@@H]2O[C@@H](CO)CC[C@@H]2O[C@@H]1CCc1ccc(-c2ccccc2F)cc1	-8.5	-7.0
Cc1cccc(C)c1NC(=O)C(c1ccc(C(F)(F)F)cc1)n1c(=O)c(-c2ccccc2)nc2ccccc21 (configuration not stated)	1.9	-10.7
CC(C)NC(=O)C1(C)CN(S(C)(=O)=O)CC(=O)N1C1CCN(Cc2ccccc2)CC1 (configuration not stated)	2.6	4.6
COc1ccc(CCC(=O)N2c3ccccc3N=C(c3ccc4c(c3)OCO4)C2C(=O)NCc2ccccc2)cc1 (configuration not stated)	1.1	3.3
COC(=O)[C@]12C[C@H](CC(=O)NCCCCc3ccccc3)C(=O)N(Cc3ccccc3)C1=C[C@H](C(C)C)O[C@@H]2C1CC1	-11.8	14.9
Cc1cc(C)c2cc(C#N)c(NCCNC(=O)c3ccccc3)nc2c1	0.3	-5.4
COc1ccccc1Cc1c(-c2cccc(Br)c2)nc2ccc(C)cn12	2.6	-7.5
CCCCCCCCN1C(=O)[C@@H](CC(=O)N2CCOCC2)C[C@@]2(C(=O)OC)C1=C[C@H](C(C)(C)C)O[C@@H]2C	1.4	-0.4
O=S1(=O)N[C@H](Cc2ccccc2)COc2cccc(N3CCCC3)c21	0.5	0.6
CC(C)c1[nH]nc2c1C(c1ccccc1)NC2=O (configuration not stated)	1.5	3.1
C#CCN(Cc1cccc(F)c1)C(=O)c1nnc2c3ccccc3n(S(=O)(=O)c3ccc(C)cc3)c2n1	0.6	-1.1
CS(=O)(=O)c1ccc(S(=O)(=O)N2CCN(C(=O)C(O)c3ccccc3)CC2)cc1 (configuration not stated)	1.0	4.3
C=CCN1[C@@H](C)[C@H](c2ccccc2)Oc2cccc(N3CCCC3)c2S1(=O)=O	0.9	6.3
CC(C)NC(=O)C1C(c2ccccc2)=Nc2ccccc2N1C(=O)c1cc(Cl)cc(Cl)c1 (configuration not stated)	0.6	11.8
O=C1C2C3C=CC(C3)C2C(=O)N1c1ccc(-c2nc(-c3ccccc3)nc3ccccc23)cc1 (configuration not stated)	0.1	1.2

Bioassay records deposited in PubChem by several laboratories.

An excerpt; the hit share may differ from the screen's.
